# Screening data as filed in PubChem BioAssay.
# HCT116 PTEN-null – growth suppressors of cells with PTEN tumor suppressor deletion; HCT116 PTEN-null viability, CellTiter-Glo, 60 h; active compounds read low; viability, % at 10 µM; 140,000 tested, 1.2% active;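 active = viability at or below a set limit, 4 SD under the median of all tested compounds, cut at about 3.7% in these data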;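 note: PTEN knockout HCT116 line with beta catenin targeted HCT116 as companion control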
# bCat KO growth – beta-catenin-lacking colon tumor cell growth suppression | HCT116 beta-catenin knockout viability, CellTiter-Glo, 60 h; active compounds read low | viability, % at 10 µM | 140,000 tested, 1.5% active | AID 818;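 active = viability at or under a set limit, the compound median less 4 SD, cut at about 6% in these data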;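 note: 0% = Hyamine 1622 control at 20 µM and 100% = untreated cell control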
# GALR2 blocker – GALR2 (human) receptor antagonism; O43603; GALR2-expressing cells, antagonist mode; inhibition, % at 4 µM; 140,000 tested, 0.39% active; AID 828; in the data active = inhibition above about 27%;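 note: cells stimulated with galanin 1-16 at roughly its EC80; 0% = agonist challenge control and 100% = basal control without agonist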
# Target sequence (O43603 whole entry, looked up): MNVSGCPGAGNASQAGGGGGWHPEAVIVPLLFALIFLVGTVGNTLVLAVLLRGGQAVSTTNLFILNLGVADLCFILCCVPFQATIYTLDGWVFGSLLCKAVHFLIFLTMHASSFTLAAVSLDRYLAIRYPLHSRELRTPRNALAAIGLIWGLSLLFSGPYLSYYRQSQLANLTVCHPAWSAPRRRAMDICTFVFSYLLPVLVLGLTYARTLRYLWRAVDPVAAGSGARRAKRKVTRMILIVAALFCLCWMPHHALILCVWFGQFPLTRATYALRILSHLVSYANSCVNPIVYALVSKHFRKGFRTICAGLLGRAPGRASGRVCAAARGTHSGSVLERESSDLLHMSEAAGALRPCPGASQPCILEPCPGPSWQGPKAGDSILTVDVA
# NPY Y2 blocker – blocks the human neuropeptide Y Y2 receptor; NPY-Y2 expressing cells, antagonist mode; inhibition, % at 2.7 µM; AID 793; 140,000 tested, 0.99% active; in the data active = inhibition above about 17%;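 note: 0% = vehicle with agonist challenge and 100% = reference antagonist with challenge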
# Target sequence (P49146 whole entry, looked up): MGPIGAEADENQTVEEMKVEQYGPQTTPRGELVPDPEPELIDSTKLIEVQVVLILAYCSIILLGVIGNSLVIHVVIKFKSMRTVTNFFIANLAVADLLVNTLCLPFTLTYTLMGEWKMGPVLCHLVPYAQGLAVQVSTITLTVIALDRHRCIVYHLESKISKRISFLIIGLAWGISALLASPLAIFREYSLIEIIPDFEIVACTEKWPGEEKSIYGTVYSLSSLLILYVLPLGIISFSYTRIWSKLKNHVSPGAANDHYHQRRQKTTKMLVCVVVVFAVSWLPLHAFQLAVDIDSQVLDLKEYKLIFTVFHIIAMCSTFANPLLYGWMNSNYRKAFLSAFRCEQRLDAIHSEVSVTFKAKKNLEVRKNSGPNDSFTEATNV
# Yeast lifespan up – extends the lifespan of yeast. S. cerevisiae growth with nicotinamide, OD615; deaD strain in restrictive glucose medium. inhibition of the nicotinamide effect, % at 10 µM. 130,000 tested, 0.68% active;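 active = inhibition above a set limit, placed 3 SD over the median of all compounds, cut at about 26% in these data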;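 note: 0% = nicotinamide-treated wells and 100% = cells grown without nicotinamide; some compounds called inactive have numbers as strong as hits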
#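 System: Modified budding yeast, DeaD strain | Buffer or medium: Restrictive glucose medium | Also added: 1.5 mM nicotinamide | Doses: 10 µM single point, 0.25% DMSO | Schedule: 48 h compound exposure at 30 °C, humidified | Detection: Absorbance at 615 nm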
# Phagocyt inh – blocks phagocytosis by macrophages | J774A.1 macrophage IgG-bead phagocytosis, imaging | 110,000 tested, 0.07% active | AID 1029 | inhibition, % at 5 µM;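 active = inhibition above the mean of the plate negative controls plus 5 SD, cut at about 13% in these data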;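 note: phagocytic index as fraction of beads internalized from green versus red external bead signal; plate controls were DMSO negative control for no effect and cytochalasin-D positive control for full effect; some results beyond the cut were filed as inactive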
# BB579 growth dn – reduces growth of yeast BB579 in restrictive medium | inhibition, % at 10 µM | AID 804 | S. cerevisiae BB579 growth, OD615, 48 h | 140,000 tested, 0.51% active;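 active = inhibition above a set limit, 3 SD over the mean compound inhibition, cut at about 44% in these data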; note: inactives centre near -24
#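 Assay system: S. cerevisiae DeaD strain BB579 yeast. Medium: CSMM-D restrictive synthetic medium containing dextrose (glucose). Times: 4 h cell preincubation, 48 h compound exposure, 30 °C humidified. Signal: OD615 turbidity measurement. Benchmarks: positive control amphotericin B 10 µg/mL.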
# MRP1 act – MRP-1 activation. 140,000 tested, 0.61% active. H69AR cells + doxorubicin, viability rescue, CellTiter-Glo. viability increase, % at 10 µM. AID 799;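 active = viability gain under doxorubicin at or above a set limit, the compound median plus 3 SD, cut at about 4.7% in these data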;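 note: MRP-1 overexpressing cells given doxorubicin 25 µM after compound pretreatment; 18-22 h compound pretreatment then 72 h with doxorubicin before readout; 0% = doxorubicin-only wells and 100% = vehicle-treated cells without doxorubicin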
# Measles CPE – protection of cells from measles virus; AID 841; protection (pct of control), % at 4 µM; 140,000 tested, 1.5% active; Measles virus-infected cells, CPE protection, absorbance; in the data active = protection mostly above about 24%, no sharp cut-off; inactive = mostly below about 26%; note: some compounds called inactive have numbers as strong as hits
# E-sel TNF inh – TNF alpha driven E-selectin expression inhibition; AID 1246; 120,000 tested, 0.71% active; HUVEC TNFa-induced E-selectin immunofluorescence, high content; inhibition, % at 2 µM;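 active = inhibition above the batch mean plus 3 SD, and confirmed as a hit on visual image review, cut at about 43% in these data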;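 note: 0% = TNF-stimulated DMSO wells and 100% = unstimulated control wells; not every result past the cut was called active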
# * = called active by the depositor; x = not tested or not shown.
# Sequence of screens – MRP1 act, GALR2 blocker, BB579 growth dn, bCat KO growth, Yeast lifespan up, Measles CPE, E-sel TNF inh, HCT116 PTEN-null, Phagocyt inh, NPY Y2 blocker
O=c1nc2n(Cc3ccccc3)c3ccccc3cc-2c(=O)[nH]1
    -2.3, 3.7, -27.4, 95.2, 0.9, 8.5, -10.2, 99.7, x, -1.0
COc1ccc(-n2c(SCC(=O)Nc3ccccc3)nnc2-c2ccoc2C)cc1
    -2.6, 9.0, -16.9, 94.6, x, 10.8, 6.9, 99.0, x, 5.9
CCOC(=O)c1cc(C(C)=O)n2ccccc12
    -3.0, -8.6, -11.9, 83.5, -28.9, 0.4, -15.8, 84.2, x, -0.2
COc1ccc(NS(=O)(=O)c2cccc(C(=O)NNC(=O)c3cc(C)oc3C)c2)cc1
    -1.1, 6.2, -14.3, 81.9, 1.9, 14.0, x, 100.4, x, -0.7
CC(C)OP(=O)(OC(C)C)C(NC(=O)c1cccc([N+](=O)[O-])c1)C(N)=O (centres undefined)
    0.9, 0.2, -6.2, 103.6, -8.9, 3.2, 7.7, 103.5, 0.6, 8.7
C=CCn1c(C)cc(C(=O)CSc2nc3ccccc3c(=O)[nH]2)c1C
    -0.1, -4.3, -60.7, 50.1, 69.0*, 5.6, 6.3, 52.4, 0.8, 5.2
OCCN(CCO)c1ncnc2c1oc1ccc(Br)cc12
    -3.9, -15.5, -11.5, 84.5, -9.9, 8.9, 6.0, 94.5, 3.9, 0.2
CC(Sc1nncn1C)C(=O)Nc1ccccc1-c1ccccc1 (centres undefined)
    -1.0, -12.7, -14.3, 93.4, -2.4, 14.8, x, 91.1, -1.9, -1.7
C=C1CC(C)OC(c2ccccc2OCC(O)CN2CCCCC2)C1 (centres undefined)
    -2.8, -6.6, -9.8, 85.2, -6.3, 5.0, x, 80.5, 0.1, 3.4
CCOC(=O)c1c(NC(=O)C(Sc2ccccc2)c2ccccc2)sc(C(N)=O)c1C (centres undefined)
    -3.7, 0.2, -51.6, 69.3, -3.9, 9.8, 46.2, 65.5, x, 1.7
O=[N+]([O-])c1ccc(/C=N/NC(=S)Nc2ccccc2F)o1
    -1.3, 1.6, 2.8, 85.8, -4.7, 6.2, -17.6, 78.7, -8.5, 2.0
COc1ccccc1NC(=S)N1CCC(c2nc3cc(C)c(C)cc3[nH]2)CC1
    -4.3, 5.2, -7.9, 86.2, -4.5, 0.5, -53.1, 80.8, x, 3.4
Cc1cc(C(=O)c2ccccc2)c(NC(=O)CN2CCOCC2)s1
    -1.7, 11.3, -27.2, 95.0, -0.4, 14.2, x, 97.0, -5.7, 0.3
COC(=O)C1CCN(C(c2cc(OC)c(OC)c(OC)c2)c2sc3nc(C)nn3c2O)CC1 (centres undefined)
    -2.2, -3.3, 17.1, 93.5, -9.0, 34.3*, 11.5, 94.1, -1.7, -1.9
Cc1ccc(-c2ccc(CCC(=O)O)n2CC(=O)O)cc1
    -1.9, 7.2, -5.9, 90.2, -26.8, 4.0, 3.6, 101.6, 9.9, 2.1
CCCS(=O)(=O)N1CCCC(C(=O)NCCCN2CCN(c3ccccc3F)CC2)C1 (centres undefined)
    0.2, -4.3, 4.0, 106.6, -8.5, 25.7, 3.0, 94.8, x, 0.7
O=C(Nc1ccccc1)c1cnc(-c2ccccc2)nc1-c1ccccc1
    -2.7, -7.4, -26.2, 18.2, -4.6, 3.7, 5.2, 12.7, -0.4, 4.8
COc1ccc(CCN2C(=O)CC(NNC(=O)c3ccc(F)cc3)C2=O)cc1OC (centres undefined)
    -0.4, -3.3, -14.0, 91.5, -6.7, 8.3, x, 95.7, x, 1.9
CC(=O)N1N=C(c2cccc([N+](=O)[O-])c2)OC1c1ccc(Cl)cc1Cl (centres undefined)
    0.7, -8.9, -70.4, 77.3, -18.4, 21.6, -12.1, 73.5, x, -0.2
C/C(=N\Nc1ccc([N+](=O)[O-])cc1)c1cccc(N)c1
    -1.5, 30.2*, -64.5, 93.0, -12.3, 18.3, -11.2, 88.5, x, 4.9
CCCN1Cc2cccc(C(=O)Nc3ccc(S(=O)(=O)N4CCCCCC4)cc3)c2C1=O
    -2.1, 5.3, -37.8, 102.0, -3.0, 3.3, x, 99.5, 0.3, 1.4
CCOC(=O)C(C)S(=O)(=O)c1ccc(C(F)(F)F)cn1 (centres undefined)
    -0.6, 5.7, -39.2, 96.9, -10.7, 4.0, 5.4, 103.0, 0.2, 0.4
COc1ccccc1N1CCN(C(=O)CSc2nnc(-c3ccoc3C)o2)CC1
    -2.1, -18.1, -17.5, 103.6, -11.0, 5.5, -26.2, 84.0, -0.5, 4.9
O=C(c1cnn(-c2nc3ccccc3s2)c1)c1ccccc1O
    -0.4, 8.5, -38.0, 100.0, -4.1, 6.6, -4.6, 98.8, -0.9, 13.2
CCCSc1nc(N)c2c3c(sc2n1)CN(C)CC3
    1.8, 4.2, 10.3, 100.8, -6.0, 8.8, -47.3, 90.2, -0.7, 0.2
Cc1cc(Br)ccc1OCCCCNC(C)(C)C
    -5.2, 8.0, -45.4, 68.4, -17.7, 3.3, -99.0, 54.0, -1.4, 6.1
O=C(COC(=O)C1(c2ccc(F)cc2)CCCC1)N1CCc2ccccc21
    -2.3, -5.2, -5.8, 95.0, 5.5, 5.0, 11.1, 93.3, -1.7, 0.9
Cc1cccc2c(=O)c(C(=O)N3CCCCCC3)c[nH]c12
    -2.4, -15.5, -39.9, 91.5, -19.9, 4.5, x, 87.0, -0.1, 21.6*
COC(=O)Nc1ccc(S(=O)(=O)N2CCN(C)CC2)cc1
    -0.3, 2.8, -57.2, 113.9, -1.2, 0.8, x, 112.5, -1.9, 1.2
Cc1ccc(OCCSc2cc(C)nc(N)n2)cc1
    -0.5, 5.2, 14.3, 96.0, -16.8, 6.1, -39.6, 92.3, -0.8, -1.1
CC(C)NC(=O)COc1ccc(Cl)cc1Cl
    1.7, -14.8, -24.2, 80.5, 3.1, 12.7, 11.7, 80.8, -0.5, 5.3
O=C(NCc1ccccc1)C(c1ccc(F)cc1)N(Cc1ccco1)C(=O)c1ccccn1 (centres undefined)
    -3.8, 3.2, 9.3, 85.1, -25.7, 5.2, -4.8, 85.8, x, 3.8
O=C(NCCN1CCCCCC1)C1CCC(CNS(=O)(=O)c2cccc3cccnc23)CC1 (centres undefined)
    -1.6, -9.8, -19.1, 86.3, -8.8, 0.7, 12.0, 74.2, -0.7, 1.9
COc1ccc(CCNc2nc(-c3cccnc3)cs2)cc1OC
    1.2, -9.5, 11.3, 101.3, -20.2, 5.8, x, 98.5, x, 2.0
S=c1[nH]nc(COc2ccccc2)n1/N=C/c1ccc(Br)s1
    -2.7, 5.8, -44.1, 87.2, -16.4, 3.1, 17.9, 95.6, -2.1, 7.0
O=C(COC(=O)C1CCN(S(=O)(=O)c2cccs2)CC1)c1ccc2c(c1)OCCO2
    0.0, -14.8, -56.0, 100.1, -8.4, 5.9, x, 95.6, -1.2, 7.0
Clc1cccc(Cl)c1Cn1cc(Br)cn1
    -0.5, 2.5, -29.8, 83.2, -17.3, 13.0, 1.0, 91.8, -1.1, 5.5
CCN(CC)S(=O)(=O)c1ccc(Cl)c(C(=O)Nc2cc(C)nn2-c2ccccc2C(F)(F)F)c1
    -2.5, -1.6, -20.6, 75.4, 3.0, 20.7, -1.9, 75.3, x, 2.5
O=C(NC1CCS(=O)(=O)C1)c1ccccc1C(=O)c1ccccc1 (centres undefined)
    -1.6, -1.2, -39.5, 101.9, -4.9, 4.3, -43.4, 97.3, 4.4, 3.1
COC(=O)CN(CCc1ccccc1)S(=O)(=O)c1ccc(OC)c(OC)c1
    -1.9, 5.5, -31.9, 97.4, -16.6, 5.3, 4.2, 106.9, -1.0, 0.6
Cc1ccccc1S(=O)(=O)NCc1cccnc1
    0.3, 2.4, -4.8, 97.1, 0.9, 11.3, 4.3, 101.5, -4.9, 3.7
Cc1sc2nc(N)sc2c1C
    -5.4, 1.2, 21.8, 80.6, -28.9, 3.2, -17.8, 93.7, -0.8, 1.9
O=S(=O)(c1ccc(C2=CSC3=NCCN23)cc1)N1CCOCC1
    -3.0, -12.1, -25.4, 96.9, -5.7, 2.5, -8.7, 86.5, -3.9, 1.0
COC(=O)c1ccc(NC(=S)Nc2ccc3ccccc3c2)cc1
    -1.4, 3.9, -60.4, 93.4, -21.4, 21.6, 12.2, 91.2, 0.2, -0.7
N#Cc1ccc(Oc2nc(C#N)cc(-c3ccccc3)n2)cc1
    1.8, 18.1, -17.4, 89.9, 5.9, 23.2, x, 79.4, -0.2, 8.8
O=C(NCc1ccc2c(c1)OCO2)C1CCN(S(=O)(=O)c2cccc3nsnc23)CC1
    -1.0, -7.2, -24.6, 89.6, -8.4, 4.4, x, 104.7, -1.5, -0.1
O=C1OCC(CO)(CO)N=C1NNc1ccccc1Cl
    -0.2, 16.8, 98.2*, 106.7, -19.1, 14.1, -15.7, x, -0.7, -0.1
O=C(CC(NC(=O)c1ccccc1)c1ccccc1)Nc1cccc2ccccc12 (centres undefined)
    -2.0, 20.1, -29.1, 89.9, 1.8, 13.3, 24.0, 90.2, -11.1, 6.4
C=CC[N+](C)(C)CC(=O)OCc1ccccc1
    -2.8, 3.3, -15.3, 92.1, 20.3, 2.2, x, 106.2, x, 1.8
O=C1c2ccccc2OCOc2ccccc21
    -0.4, 7.0, -32.1, 50.0, -12.9, 21.1, x, 97.4, -0.3, 2.1
CNC(=O)NC(=O)C(C)OC(=O)c1oc2ccccc2c1CSc1ccc(Cl)cc1 (centres undefined)
    -1.9, 7.2, -12.8, 82.3, 0.9, 6.5, x, 84.9, -1.7, 2.0
Cc1cccc(NC(=O)CS(=O)(=O)c2cn(C)c3ccccc23)c1C
    -1.2, 4.3, -57.9, 93.7, -7.9, 19.9, -22.5, 96.8, 0.1, 0.2
O=C(COc1ccc2ccccc2c1)Nc1ccc(S(=O)(=O)N2CCCCCC2)cc1
    -0.9, 7.7, -15.4, 93.4, x, 13.7, -24.2, 86.8, x, 1.8
Cc1ccc(C(=O)Nc2cccc(Oc3ccccc3)c2)o1
    -0.9, 7.0, -24.1, 51.2, -2.2, 5.2, 5.7, 58.5, x, 1.2
Cc1cccc(NC(=O)c2ccc(OC3CSC3)cc2)c1
    0.1, 10.7, -21.6, 56.5, 0.5, 16.6, x, 66.2, 0.2, 4.8
Cc1[nH]c2ccccc2c1/C=N/n1cnnc1
    -2.0, 1.3, -12.3, 84.7, -7.6, 0.0, -0.9, 92.8, 2.1, 0.8
COc1cc2c(cc1NC(=O)c1ccco1)CCCC2
    -4.5, 4.5, -3.2, 71.0, -25.9, 4.0, -4.4, 87.9, 0.1, 4.9
COc1ccccc1-n1c(=O)[nH]c2c(C(N)=O)nc(CC(C)C)nc21
    -0.1, -7.0, -45.7, 94.3, -3.2, -0.2, 7.0, 100.9, 0.2, -0.1
CC(=O)NC(Cc1ccccc1)C(=O)N1CCN(C(=O)c2ccco2)CC1 (centres undefined)
    -0.7, -11.4, -23.5, 94.9, -9.2, 36.4*, -5.1, 98.4, 0.8, 0.9
Cc1ccc(-c2cc(C(=O)NCc3ccccn3)no2)cc1
    -0.2, 1.6, -12.4, 94.0, -21.2, 17.9, 16.1, 92.4, 0.3, 4.7
